# High-throughput results: PubChem BioAssay, several laboratories
# BoNT A protease = BoNT A light chain protease inhibition | 360,000 compounds, 0.17% hits | inhibition, % at 10 µM | AID 588499 | multiplex microsphere protease substrate cleavage, flow cytometry; also: plate controls were buffer without enzyme for full effect and enzyme alone for no effect
# Mtb UGM inh = blocks M. tuberculosis UGM enzyme; P9WIQ1; purified UGM, fluorescence polarization probe displacement; inhibition, % at 10 µM; 320,000 compounds, 0.06% hits; AID 504406; in the data active = inhibition above about 10%, passing the limit was not always enough; inconclusive = no clear call, values can overlap the other calls
# Anthrax LF inh2 = anthrax lethal factor protease inhibition; P15917; multiplex microsphere protease cleavage assay, LF; inhibition, % at 10 µM; 360,000 compounds, 0.12% hits; AID 588501; also: plate controls were buffer without enzyme for full effect and enzyme alone for no effect
# Target sequence (P15917 whole entry, looked up): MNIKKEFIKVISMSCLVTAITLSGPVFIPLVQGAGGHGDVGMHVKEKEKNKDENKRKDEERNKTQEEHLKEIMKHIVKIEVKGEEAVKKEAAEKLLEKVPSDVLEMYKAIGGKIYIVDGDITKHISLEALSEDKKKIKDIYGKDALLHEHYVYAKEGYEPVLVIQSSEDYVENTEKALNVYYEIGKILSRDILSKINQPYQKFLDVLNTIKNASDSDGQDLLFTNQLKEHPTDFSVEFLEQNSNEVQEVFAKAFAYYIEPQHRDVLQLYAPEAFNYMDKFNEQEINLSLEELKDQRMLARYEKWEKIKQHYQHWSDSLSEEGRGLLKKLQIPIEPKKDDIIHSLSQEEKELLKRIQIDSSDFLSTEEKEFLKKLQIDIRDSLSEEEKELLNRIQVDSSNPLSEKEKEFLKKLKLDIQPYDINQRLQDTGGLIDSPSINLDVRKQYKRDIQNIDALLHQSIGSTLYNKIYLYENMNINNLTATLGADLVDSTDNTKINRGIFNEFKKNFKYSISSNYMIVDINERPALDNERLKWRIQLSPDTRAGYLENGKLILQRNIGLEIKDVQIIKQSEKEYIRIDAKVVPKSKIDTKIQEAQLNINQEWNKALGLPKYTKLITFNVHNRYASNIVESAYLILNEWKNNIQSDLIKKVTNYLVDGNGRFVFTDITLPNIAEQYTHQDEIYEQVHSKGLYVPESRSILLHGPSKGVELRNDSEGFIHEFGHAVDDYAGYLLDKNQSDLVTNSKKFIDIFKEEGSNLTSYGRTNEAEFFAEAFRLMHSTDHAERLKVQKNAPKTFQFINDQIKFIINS
# BoNT-F LC inh = BoNT F light chain protease inhibition. AID 588497. Multiplex microsphere protease cleavage assay, flow cytometry. inhibition, % at 10 µM. 360,000 compounds, 0.22% hits; in the data active = inhibition above about 35%, passing the limit was not always enough; inconclusive = no clear call, values can overlap the other calls; also: plate controls were buffer without enzyme for full effect and enzyme alone for no effect
# Mtb FBA inh = inhibits M. tuberculosis FBA enzyme. purified M. tuberculosis FBA, fluorescence read-out. inhibition, % at 1 µM. AID 588726. 360,000 compounds, 2.3% hits; in the data active = inhibition above about 27%;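 also: 0% = vehicle and 100% = reference inhibitor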
# BioA inh = blocks M. tuberculosis BioA enzyme activity. purified M. tuberculosis BioA enzyme, plate reader. inhibition, % at 9.99 µM. 360,000 compounds, 0.096% hits; in the data active = inhibition above about 40%; inconclusive = no clear call, values can overlap the other calls
# FadD28 binding = inhibitors of Mycobacterium tuberculosis FadD28 bisubstrate binding. FadD28 bisubstrate probe binding, fluorescence polarization. inhibition, % at 12.5 µM. 360,000 compounds, 0.22% hits. AID 588549; in the data active = inhibition above about 8.5%, passing the limit was not always enough; inconclusive = no clear call, values can overlap the other calls
# PfHsp40 yeast = rescue of PfHsp40-mediated yeast toxicity. S. cerevisiae expressing PfHsp40, growth rescue, ATP luminescence. 340,000 compounds, 0.68% hits. growth rescue, % at 12.5 µM; in the data active = growth rescue above about 28%, passing the limit was not always enough; inconclusive = no clear call, values can overlap the other calls;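 also: yeast W303a lacking pdr1 and pdr3 grown in galactose medium; growth measured after three days at 30 °C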
# GDH-TPI counter = inhibits GDH-TPI coupling enzymes, artifact for Mtb FBA screen | GDH-TPI coupled enzyme counterscreen, NADH absorbance | inhibition, % at 4.8 µM | 360,000 compounds, 1.2% hits; in the data active = inhibition above about 30%;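 also: 0% = DMSO wells and 100% = wells lacking the enzyme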
# Active calls of the source: *; u = inconclusive; x = not tested or not shown; + = active, no number; & = joins results of further samples. Rule as the data show it, unless noted: active = inhibition above about 30%; inconclusive = no clear call, values can overlap the other calls; inactive = below that. Outcome played no part in choosing rows (roughly 4.7% active in at least one column).
compound	BoNT A protease	Mtb UGM inh	Anthrax LF inh2	BoNT-F LC inh	Mtb FBA inh	BioA inh	FadD28 binding	PfHsp40 yeast	GDH-TPI counter
COc1ccc(CN2CCNC(=O)C2CC(=O)NCc2csc(C)n2)c(F)c1 (configuration not stated)	2.3	-0.8	2	4	3	0.1	0.6	0.8	-1
CCCCC(=O)Nc1nc2c(OC)ccc(OC)c2s1	-1.7	-0.3	-10	-7	3	-2.0	1.6	1.0	12
CC(C)c1nc(SCC(=O)NC2CCCCC2)c2ccccc2n1	-2.2	1.5	-4	8	-3	-1.6	-1.3	1.5	13
CCN(CC)S(=O)(=O)c1ccc(NC(=O)COc2nc3ccccc3nc2N2CCOCC2)cc1	-0.8	-3.3	-1	-6	-1	x	0.3	0.5	21
CCN1C(=O)/C(=C/c2ccc(C)s2)SC1=Nc1ccc(OC)cc1	-0.3	-1.5	-3	0	-2	-2.1	-4.2	1.6	8
CC1(C)CC(=O)C(C(c2cccnc2)C2C(=O)CC(C)(C)CC2=O)C(=O)C1	1.5	2.7	1	6	-4	-0.3	-1.6	-0.4	-2
COC(=O)c1c(C)oc(C)c1S(=O)(=O)NC(C)(C)C	0.5	0.3	4	-10	0	x	-0.2	-1.3	-1
Cc1ccc(CSc2nnc(SCC(=O)N/N=C/c3c(C)nn(-c4ccccc4)c3C)s2)cc1	0.2	0.3	1	-2	-2	0.5	-1.6	0.6	-6
COc1ccc(CCN(C(=O)c2cccc(F)c2)C2CC(=O)N(c3ccccc3)C2=O)cc1 (configuration not stated)	0.1	1.9	0	2	-1	5.2	-2.6	-0.6	12
COc1c(F)c(F)c(C(=O)Nc2ccccc2N2CCN(C(=O)C(C)C)CC2)c(F)c1F	0.9	-0.8	-2	-11	0	0.1	-1.4	0.3	12
CCCCC1=NN2C(=N)CC(=O)N=C2S1	0.5	1.2	-11	1	6	-3.2	0.4	-0.6	23
Cc1cccc(NS(=O)(=O)c2cc3c(cc2C)n(C)c(=O)c(=O)n3C)c1	-0.3	-0.5	-8	-6	0	0.0	-6.1	-0.6	2
Cc1cc(Nc2ccc3c(c2)OCCO3)c2ccccc2n1	0.7	x	-2	-8	-2	x	0.0	0.3	15
Cc1ccc(NS(=O)(=O)c2ccc(C(=O)N3CCCCCCC3)cc2)cc1	-1.5	1.9	3	6	1	-1.1	-3.1	0.5	-6
O=C(COC(=O)c1ccc(OC(F)(F)F)cc1)NCCN1C(=O)CSC1=O	x	-1.6	x	x	0	1.2	-3.5	0.2	4
C[C@H]1CN([C@@H](C)CO)S(=O)(=O)c2ccc(-c3ccc(C#N)cc3)cc2O[C@H]1CN(C)C(=O)CN(C)C	-0.1	x	-7	-7	-2	-0.7&-6.6&-2.3	-2.5	x	x
CCN(CC)S(=O)(=O)c1ccc(N2C(=O)CC2(/C=C/c2ccccc2)C(=O)NC2CCCC2)cc1 (configuration not stated)	-0.3	-1.6	-5	-4	1	0.5	-0.9	-1.4	0
COc1cc(CNc2nc3ccccc3[nH]2)cc(OC)c1OC	-0.6	-0.8	0	-8	1	4.9	0.8	0.6	-7
O=[N+]([O-])c1ccc2oc(/C=C/c3ccc(O)cc3)nc2c1	0.4	x	-9	-3	-2	0.6	0.2	x	26
Nc1nc(Nc2cccc(F)c2)nc(N2CCOCC2)c1[N+](=O)[O-]	-13	2.5	11	u	-2	9.6	-1.7	-0.1	37*
CC(=O)Oc1ccc(-c2ccc(C(=O)OCC(=O)c3c(N)n(C)c(=O)n(C)c3=O)cc2)cc1	-0.2	-1.4	-7	-10	10	-2.5	-1.7	-0.5	8
COc1ccc(/C=C(/NC(=O)/C=C/c2ccccc2)C(=O)O)cc1	2.5	1.5	-8	17	1	x	-1.1	0.4	9
O=C(c1ccc(S(=O)(=O)N2CCCC2)cc1)N1CCN(c2ccccc2)CC1	-1.4	-0.1	-8	-12	-1	x	x	0.2	-6
CN1CCN(C(=O)CNC(=O)c2cccs2)CC1	-0.5	-0.1	-3	-3	0	x	-2.3	0.2	4
COc1ccc(-c2nn(-c3ccccc3)cc2/C=C2/SC(=S)N(CCCC(=O)O)C2=O)c(C)c1	1.2	3.8	10	-22	-1	-0.1	-3.3	-1.6	15

compound	BoNT A protease	Mtb UGM inh	Anthrax LF inh2	BoNT-F LC inh	Mtb FBA inh	BioA inh	FadD28 binding	PfHsp40 yeast	GDH-TPI counter
CCN(CC)c1ccc(/C=C2\SC(=O)N(C(C)C)C2=O)o1	-5.7	-1.5	-10	u	1	1.9	-0.3	x	-6
O=C(COC(=O)c1ccc(F)cc1F)NC1CC1	0.0	-3.1	0	2	0	x	-1.4	1.6	-5
Cc1ccc(OCC(=O)OCC(=O)NC2CCS(=O)(=O)C2)cc1C (configuration not stated)	-0.4	x	-6	-6	3	-2.0	0.1	x	8
COc1ccc(CNC(=O)Cn2cnc3c(OCc4ccccc4)ncnc32)cc1	-0.4	-1.9	-5	0	1	-1.1	-0.1	0.1	4
O=S(=O)(c1ccccc1)N1N=C(c2ccccc2)CC1c1ccccc1F (configuration not stated)	-1.8	-0.6	6	-1	-1	x	-0.7	5.4	-4
CCCC(=O)N1CCC1(C)C(=O)Nc1cccc(F)c1 (configuration not stated)	-0.1	x	-6	-4	-4	1.7	0.5	x	8
COc1ccc(-c2cc3nc[nH]c(=O)c3s2)cc1	-0.2	-0.9	0	-9	+	-2.6	-0.2	-1.7	31*
CCCCN(C(=N)N1CCCCC1)c1nc(C)c([N+](=O)[O-])c(=O)[nH]1	-0.9	-1.6	1	-5	1	-1.1	-3.7	-1.7	-1
CCNCC(=O)N1c2ccccc2CCc2ccc(NC(=O)OC(C)C)cc21	0.7	-0.2	1	u	0	-2.1	-6.2	-1.0	3
CCn1ccnc1CNC(=O)CC1C(=O)NCCN1Cc1ccc(OC)cc1OC (configuration not stated)	-0.2	-0.4	3	-4	-5	-3.7	-1.0	-0.8	22
COc1ccc(-c2[nH]ncc2CN2CCN(C(=O)c3cccs3)CC2)c(F)c1	0.0	1.6	-2	1	3	0.1	2.2	-0.9	9
N/C(=N\OC(=O)Cc1ccccc1)c1ccccc1Cl	-0.2	-2.7	-2	-3	0	x	-0.4	-0.8	6
COc1ccc(CNC(=O)CN2C(=O)c3ccccc3S2(=O)=O)cc1	0.0	x	-4	-8	7	-1.5	3.3	-0.6	-5
Cc1ccn2c(=O)nc(SCC(=O)Nc3ccc4c(c3)OCCO4)nc2c1	x	2.8	x	x	-1	0.7	-3.2	-1.0	22
Cn1c(=O)[nH]c(=O)c2c1nc(N1CCCCC1)n2CCOc1ccccc1	-0.2	2.3	-2	3	2	0.2	-1.3	-0.9	-5
CCNC(=O)c1sc(=S)n(-c2ccc(C)cc2)c1N	-0.3	2.4	-3	-7	1	-0.1	2.2	-1.5	26
C(=N\Nc1nc2ccccc2[nH]1)/C1CCCCC1	0.4	2.4	-7	-17	4	x	-0.6	-0.2	-1
Cn1c(=O)oc2cc(S(=O)(=O)N3CCC(C(=O)NCCc4ccccc4)CC3)ccc21	0.2	2.0	3	-4	3	x	0.9	0.2	15
Cc1ccc(S(=O)(=O)N2Cc3ccccc3CC2C(=O)Nc2cc(C)on2)cc1 (configuration not stated)	0.8	-0.9	3	4	-2	x	-5.4	1.0	4
Cc1ccc(NC(=S)NC(NC(=O)c2ccccc2C)C(Cl)(Cl)Cl)c(C)c1 (configuration not stated)	-0.2	1.6	-8	-5	-1	-2.2	0.3	-1.3	-2
C#CCOCCOCCOCCNc1nc(N2CCN(C(=O)Cn3cc(CCCN=C(N)N)nn3)CC2)nc(N2CCN(C(=O)[C@H](CCCCN)n3cc(CCC(=O)O)nn3)CC2)n1	0.0	0.4	6	-6	1	-1.3	-0.2	0.2	1
CCc1ccccc1NC(=O)c1cc2ncc(Br)cn2n1	u	-2.1	-1	7	-2	-2.0	-2.6	-1.2	7
COc1cc2c(cc1OC)C(C(=O)NCCC(C)C)C1CCCCN1C2=O (configuration not stated)	0.1	2.8	-2	0	1	-0.1	0.5	0.6	1
c1ccc(CNCc2ccc3c(c2)OCO3)nc1	0.8	3.0	-9	7	-8	0.7	1.0	-1.6	10
CC1=C(C(=O)Nc2ccccc2C(=O)NC2CCCCC2C)SCCO1 (configuration not stated)	-2.1	-2.3	-4	2	0	-7.6	-2.0	-0.8	8

compound	BoNT A protease	Mtb UGM inh	Anthrax LF inh2	BoNT-F LC inh	Mtb FBA inh	BioA inh	FadD28 binding	PfHsp40 yeast	GDH-TPI counter
Cn1c(SCC(=O)NCc2ccco2)nnc1-c1cccs1	0.3	-2.1	-16	0	0	-0.5	-3.2	1.9	4
Fc1ccccc1C1CC(c2ccco2)=Nc2ccccc2S1 (configuration not stated)	-0.2	-1.6	-5	0	-1	x	-1.5	-1.6	24
COc1cc(C)nc(OCCNS(=O)(=O)c2cc(C)ccc2C)n1	0.5	-1.5	2	2	-1	-0.2	0.6	-1.1	-5
CCCn1cc(S(=O)(=O)c2ccc(OC)cc2)c(=O)c2cc(OCC)ccc21	-1.1	-2.5	-1	-1	6	5.4	-5.4	2.4	1
CC(C)c1ccc(NC(=O)c2ccc3c(c2)C(=O)N(Cc2cccnc2)C3=O)cc1	4.1	-6.0	-1	8	0	0.1	0.0	-0.4	12
O=C(CN1C(=O)S/C(=C\C=C\c2ccccc2)C1=O)N1CCCCC1	-3.2	0.8	-4	3	-2	-0.8	-3.7	-0.4	-3
Nc1nnnn1/N=C\c1ccc(Cl)c([N+](=O)[O-])c1	0.7	0.3	0	-2	0	0.1	-1.3	0.3	9
C[C@H](NC(=O)Nc1cccc(C(F)(F)F)c1)C(=O)O	u	-0.9	-3	-4	-1	x	-6.2	0.3	-8
CC(=O)c1cccc(NC(=O)CCn2c(=O)oc3ccccc32)c1	-0.5	-2.2	2	-9	-1	0.4	0.6	-1.3	8
N#C/C(=C\c1cc2ccccc2nc1N1CCCCC1)C(N)=O	6.6	-1.5	4	-20	9	x	-1.0	1.0	11
COc1ccc2[nH]cc(CCNC(=O)/C=C/[C@H]3O[C@@H](n4cc(C)c(=O)[nH]c4=O)C[C@@H]3O)c2c1	-0.3	x	4	-4	0	-0.6	-2.0	x	x
O=C(COC(=O)c1cc(-c2ccc(F)cc2)nc2ccccc12)NCC1CCCO1 (configuration not stated)	-0.6	-1.1	0	-8	27	x	-2.8	5.2	10
O=C(Nc1ccc2c(c1)OCCO2)C1CC(c2ccc(F)cc2)=NO1 (configuration not stated)	0.0	0.0	-8	-19	-7	x	-2.3	0.1	-1
COc1ccc(-c2nn(-c3ccccc3)cc2/C=C/C(=O)N2CCN(c3ccccn3)CC2)cc1	-1.7	0.4	-6	2	7	x	-1.3	7.8	12
CC[C@]12c3[nH]c4ccc(OC)cc4c3CCN1C(=O)C(CC(=O)NCc1ccc(OC)c(OC)c1)C[C@@H]2C(=O)N1CCN(C(=O)C2CC2)CC1 (some centres not stated)	-0.5	x	-4	0	2	0.3	0.3	2.4	-5
CC1CCCCC1NC(=O)CSc1nc2ccccc2[nH]1 (configuration not stated)	-4.7	1.8	-15	-34	-1	-0.9	-1.8	0.5	0
C[C@@H]1C[C@H]2[C@@H]3CCC4=CC(=O)C=C[C@]4(C)[C@@]3(F)[C@@H](O)C[C@]2(C)[C@@]1(O)C(=O)COP(=O)(O)O	0.6	2.1	0	-10	1	0.0	-5.7	0.2	-2
Cc1sc2nc(CSCC(=O)Nc3ccc(OC(F)F)cc3)[nH]c(=O)c2c1C	0.6	-2.3	-1	-4	2	x	-1.2	-1.1	2

# Look-ups from the results shown.
# Anthrax LF inh2 result of O=C(COC(=O)c1cc(-c2ccc(F)cc2)nc2ccccc12)NCC1CCCO1 (configuration not stated) = 0
# Anthrax LF inh2 result of CC[C@]12c3[nH]c4ccc(OC)cc4c3CCN1C(=O)C(CC(=O)NCc1ccc(OC)c(OC)c1)C[C@@H]2C(=O)N1CCN(C(=O)C2CC2)CC1 (some centres not stated) = -4
